# TSHR antagonist: Antagonists of the Thyroid Stimulating Hormone Receptor: HTS campaign; activity change, negative = inhibition, % at 11.5 µM; 0.2% of 330,000 active; Thyrotropin receptor (Homo sapiens), P16473; TSHR-expressing cells, TSH-stimulated cAMP HTRF, 2 h; hits give low values;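 active = activity change below a set negative limit, meaning inhibition stronger than a set level, cut at about -70% in these data; inconclusive = activity change between two set negative limits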; note: % is set by controls: 0 for no effect and ±100 for the full control effect
#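 TSHR-expressing cells, 200/well, pre-treated with compound, then stimulated with EC80 TSH (4nM final) for 2 hours at 37 deg C. cAMP measured by competitive HTRF: anti-cAMP cryptate antibody in lysis buffer plus cAMP-d2, read after 30 minutes at room temperature.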
# TSG101-PTAP inh: qHTS Assay for Iinhibitors of HIV-1 Budding by Blocking the Interaction of PTAP/TSG101; Fluorescence polarization, FITC-PTAP peptide / Tsg101 binding; Potency, µM (doses to about 115 µM), inactives show top-dose activity change, negative = inhibition, actives largely listed as inhibitors; 340,000 tested, under 10 active; active = well fitted inhibition curve with a large enough effect in the main read-out, with a control signal flat, not every such curve was filed as active; inconclusive = small, poorly fitted or top-dose-only effect, or effect the other way, or a change in a side signal; inactive = no such curve, though single readings can be large or run the other way; note: potency is the fitted concentration of half-maximal effect; % of control where 0% means no effect
#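 FP read-out: FITC-PTAP peptide, 50 nM final, binding Tsg101 binding domain, 10 uM final; 20 min, r.t.; 10 mM HEPES pH 7.5, 0.15 M NaCl, 0.01% Tween 20, 3 mM EDTA, 0.1 mM TCEP.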
# Mito fusion yeast: qHTS Assay for Small Molecule Inhibitors of Mitochondrial Division or Activators of Mitochondrial Fusion; S. cerevisiae fusion-defective mutant growth rescue, CellTiterGlo 48 h; Potency, µM (highest dose often 46.1 µM), for the others: at the top dose growth rescue (activation), usual class: activators; 0.23% of 320,000 active; AID 485298, 2010;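 note: potency is the fitted concentration of half-maximal effect; % of control where 0% means no effect; nearly all actives have a fitted effect of over 45% in size; temperature-sensitive fusion mutants such as fzo1-1 at 37 °C on non-fermentable ethanol glycerol medium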
#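 Read-out: ATP-based luminescence (CellTiterGlo, 10 min ambient) reporting growth of fusion-defective ts yeast after 48 hours at 37C on glycerol/ethanol YPEG medium in the presence of compound.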
# B2AR arrestin: qHTS assay of beta-arrestin-biased ligands of beta2-adrenergic receptor. beta-arrestin recruitment to beta2AR, cell-based reporter. 0.02% of 330,000 active. Potency, µM (series often up to 46.1 µM), for the others: top-dose activation, actives largely listed as activators;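 note: potency is the fitted concentration of half-maximal effect; 0% = DMSO controls and full agonism = EC100 isoproterenol or metaproterenol; nearly all actives have a fitted effect of over 65% in size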
# Target sequence (P07550 whole entry, looked up): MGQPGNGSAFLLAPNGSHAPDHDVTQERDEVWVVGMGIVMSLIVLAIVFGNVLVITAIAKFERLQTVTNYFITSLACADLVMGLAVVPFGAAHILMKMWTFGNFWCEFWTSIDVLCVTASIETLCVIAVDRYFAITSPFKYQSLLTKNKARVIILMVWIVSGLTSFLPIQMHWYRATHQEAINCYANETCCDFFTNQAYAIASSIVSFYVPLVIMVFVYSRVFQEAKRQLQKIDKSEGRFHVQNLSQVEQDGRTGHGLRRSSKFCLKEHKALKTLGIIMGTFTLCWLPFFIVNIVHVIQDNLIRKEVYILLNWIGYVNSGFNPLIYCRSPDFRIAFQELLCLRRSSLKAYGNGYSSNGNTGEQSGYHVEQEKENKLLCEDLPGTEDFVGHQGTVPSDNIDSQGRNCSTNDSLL
# Eya2 inh: qHTS Assay for Inhibitors of the Phosphatase Activity of Eya2 | Protein phosphatase EYA2 (Homo sapiens), O00167 | recombinant Eya2, OMFP fluorescence dephosphorylation (OMFP is methylfluorescein phosphate) | Potency, µM (series often up to 76.9 µM), without a hit: at the highest dose activity, negative = inhibition, most hits filed as inhibitors | 0.006% of 330,000 active | AID 488837, 2010; note: potency is the fitted concentration of half-maximal effect; % is set by controls: 0 for no effect and ±100 for the full control effect
#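 Eya2 protein (added as 0.2 uM solution) was preincubated with compound for 10 min at ambient temperature in 50 mM HEPES pH 7.5, 50 mM NaCl, 5 uM MgCl2, 0.05% BSA, 1 mM DTT. OMFP (added at 50 uM) then reacted 10 min; fluorescence read at 485/525 nm.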
# Tb PFK inh: qHTS Assay to Find Inhibitors of T. brucei phosphofructokinase; T. brucei PFK, ADP-Glo luminescence; Potency, µM (highest dose often 57.5 µM), inactives show top-dose activity, negative = inhibition, actives largely listed as inhibitors; 0.17% of 330,000 active; AID 485367, 2010;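 note: potency is the fitted concentration of half-maximal effect; 0% = uninhibited 1x PFK enzyme wells and -100% = no-enzyme wells; nearly all actives have a fitted effect of over 60% in size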
# Target sequence (O15648 whole entry, looked up): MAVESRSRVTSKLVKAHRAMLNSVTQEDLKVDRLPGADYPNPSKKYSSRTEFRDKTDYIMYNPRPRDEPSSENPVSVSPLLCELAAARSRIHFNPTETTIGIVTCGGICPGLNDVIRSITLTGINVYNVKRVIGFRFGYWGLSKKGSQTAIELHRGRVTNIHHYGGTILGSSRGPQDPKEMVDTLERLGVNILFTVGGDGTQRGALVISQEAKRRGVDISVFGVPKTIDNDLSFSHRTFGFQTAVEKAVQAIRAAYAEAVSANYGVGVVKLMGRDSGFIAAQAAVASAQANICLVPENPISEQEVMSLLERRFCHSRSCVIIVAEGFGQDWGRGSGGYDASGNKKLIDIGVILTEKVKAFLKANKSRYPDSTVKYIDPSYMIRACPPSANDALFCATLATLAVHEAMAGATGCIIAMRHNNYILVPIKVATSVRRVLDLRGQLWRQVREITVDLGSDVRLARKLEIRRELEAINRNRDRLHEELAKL
#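 PFK 1.25 nM, F6P 0.5 mM, ATP 0.1 mM, 0.1 M TEA pH 8.0, 5 mM MgCl2, 0.01% Tween20, 0.1% BSA; 45 min RT. ADP-Glo readout. qHTS titration up to 57 uM; curves fitted, compounds curve-classed.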
# TCR act: Activators of T cell receptors: qHTS campaign | primary human leukocytes, anti-CD3, IL-2 HTRF, 48 h | Potency, µM (highest dose often 9.22 µM), for the others: top-dose activation of IL-2 secretion, hits mostly activators | 330,000 tested, under 10 active; note: % of control where 0% means no effect
#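 Primary human leukocytes were stimulated with a-CD3 beads plus compounds for 48 hr without co-stimulation; secreted IL-2 was quantified by HTRF using a-IL-2-K (europium cryptate) and a-IL-2-d2, excited at 320nm with acceptor emission read at 665nm.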
# USP2a inh: qHTS Assay for Inhibitors of Ubiquitin-specific Protease USP2a Using CHOP2 as the Reporter; USP2 core, Ub-CHOP2 coupled fluorogenic reporter, 485/531; 0.01% of 330,000 active; AID 463254, 2010; Potency, µM (doses to about 38.3 µM), for inactives: at the highest dose activity change, negative = inhibition, most hits filed as inhibitors;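 note: potency is the fitted concentration of half-maximal effect; plate controls were DMSO wells for no effect and full inhibition by NEM control for full effect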
#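 USP2 core (10nM final) preincubated 30min RT with compound in 20mM Tris-HCl pH 8.0, 2mM CaCl2, 2mM beta-mercaptoethanol, 0.05% CHAPS; 25nM Ub-CHOP2 plus 25nM reporter substrate added, fluorescence (Ex485/Em531) read after 60min.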
# BCR signal inh: qHTS Assay to Find Inhibitors of Chronic Active B-Cell Receptor Signaling; ABC-DLBCL IkBa-CBG/CBR reporter, luminescence ratio, 4 h; Potency, µM (top dose mostly 46.1 µM), for the others: at the top dose ratio change, negative = lower green/red ratio, most hits filed as inhibitors; 0.05% of 340,000 active; AID 493014, 2011; active = well fitted inhibition curve with a large enough effect in the signal ratio, with a control signal flat, not every such curve was filed as active; inconclusive = small, poorly fitted or top-dose-only effect, or effect the other way, or a change in a side signal; the % refers to the signal ratio;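 note: potency is the fitted concentration of half-maximal effect; plate controls were basal doxycycline-induced cells for no effect and cells given 10 µM MG132 for full effect; MG132 reads +100%, hits lower the ratio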
#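 Doxycycline induced both beetle luciferases in TMD8 lymphoma cells; IKK-driven degradation limits the IkappaBalpha-fused green signal, while red luminescence normalises for cell number and nonspecific effects. Compounds tested up to 46 uM, 4 hrs.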
# uPA generation: qHTS for Inhibitors of Cell Surface uPA Generation. cell surface uPA generation assay, qHTS. Potency, µM (titrated, usually from 38.3 µM), for inactives: at the top dose activity change, negative = inhibition, most hits filed as inhibitors. 0.31% of 330,000 active. AID 540303, 2011; active = well fitted inhibition curve with a large enough effect; inconclusive = small, poorly fitted or top-dose-only effect; inactive = no such curve, though single readings can be large or run the other way; tested in mouse RAW 264.7 cells; note: potency is the fitted concentration of half-maximal effect; % is set by controls: 0 for no effect and ±100 for the full control effect; nearly all actives have a fitted effect of over 55% in size
# ELG1 DNA repair: qHTS screen for small molecules that inhibit ELG1-dependent DNA repair in human embryonic kidney (HEK293T) cells expressing luciferase-tagged ELG1; 2.3% of 330,000 active; HEK293T ELG1-luciferase reporter, luminescence, 16 h; DNA damage induced by 5-fluorouridine; Potency, µM (titrated, usually from 46.1 µM), without a hit: at the highest dose activity change, negative = inhibition, actives largely listed as inhibitors; note: potency is the fitted concentration of half-maximal effect; % is set by controls: 0 for no effect and ±100 for the full control effect; nearly all actives have a fitted effect of over 55% in size
#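 Reporter activity after DNA damage by 5-fluorouridine is monitored. Compound-treated cells incubate 16 hr at 37 °C, then ONE-Glo is added for 30 min before luminescence reading.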
# Starred values were filed as active, the others as inactive; ? = inconclusive; . = no result given; [ ] = dose if it differs, or a comment. Unless noted, calls come from the whole dose curve; as a rule, active = well fitted curve in the direction sought with a large enough effect; inconclusive = small, poorly fitted or top-dose-only effect, or another doubt; inactive = no such curve, though single readings can be large; an effect the other way counts as inactive or inconclusive. An unsorted share of the library. Share with any hit: about 3%.
SMILES,TSHR antagonist,TSG101-PTAP inh,Mito fusion yeast,B2AR arrestin,Eya2 inh,Tb PFK inh,TCR act,USP2a inh,BCR signal inh,uPA generation,ELG1 DNA repair
CC(C(=O)Nc1ncccn1)(c1ccccc1)c1ccccc1,5,-9%,-2%,0.0%,-5%,1%,-4%,-1%,7%,2%,-8%
Cc1cc(NC(=O)CSc2nc(-c3ccccc3)cs2)no1,-4,-3%,-4%,-0.4%,-3%,0%,-2%,-1%,?,-2%,0%
CCOc1ccc(N2CC(NS(=O)(=O)c3cccs3)CC2=O)cc1 (stereo unspecified),10,-3%,-3%,0.0%,1%,-2%,0%,-2%,0%,0%,6%
OC(COc1ccc2ccccc2c1)Cn1ccnc1 (stereo unspecified),-6,-3%,0%,-0.2%,3%,-1%,-2%,-1%,-8%,7%,10%
COc1ccc(CNC(=O)C2CCC(=O)N(CCCN3CCCC3=O)C2)cc1 (stereo unspecified),-8,-2%,1%,-0.3%,2%,2%,3%,4%,0%,2%,-7%
COc1ccc2nc(NC(=O)NC3CCCCC3)sc2c1,0,-8%,15%,-0.8%,-2%,1%,-23%,-1%,?,5%,?
CC(C)Cc1cc(C(=O)N2CCCC(C(=O)c3cc(F)ccc3F)C2)n(C)n1 (stereo unspecified),7,-3%,12%,0.1%,0%,2%,4%,0%,0%,-8%,0%
CCOC(=O)c1cc(C#N)c(Oc2ccccc2)nc1-c1ccccc1,-11,0%,13µM*,-0.5%,-25%,-6%,3%,-7%,?,-2%,-8%
COC(=O)c1ccc(-c2ccc(/C=N/NC(=O)Cc3nnc(N)s3)o2)cc1,-6,-2%,-1%,-0.3%,-20%,1%,7%,1%,?,-1%,0%
O=C(COC(=O)c1ccc[nH]c1=O)NC1CCCCC1,1,2%,1%,-0.4%,3%,3%,0%,6%,5%,9%,4%
CCC(C)N(C(=O)COC(=O)COc1c(C)cc(C)cc1C)C1CCS(=O)(=O)C1 (stereo unspecified),12,-8%,-6%,-0.2%,37%,-2%,6%,0%,-11%,0%,8%
Cc1cc(C(=O)OCC(=O)NCCN2C(=O)CSC2=O)ccc1[N+](=O)[O-],.,1%,.,-0.1%,2%,0%,-1%,4%,0%,5%,0%
COc1ccc(N(CC(=O)Nc2cccc([N+](=O)[O-])c2C)S(C)(=O)=O)cc1OC,3,-4%,-3%,0.6%,6%,-1%,-1%[46.1 µM],1%,0%,-2%,-6%
Cc1cc(C)cc(NC(=O)c2c(C)nc3ccccn23)c1,-3,1%,-2%,-0.1%,-4%,1%,-6%,-1%,1%,-1%,-3%
CC(=O)c1ccc(N(CC(=O)NC2CCCC2)C(=O)c2csnn2)cc1,0,-3%,-11%,-0.4%,2%,0%,0%,1%,-2%,-1%,?
O=S(=O)(Nc1ccc(Cl)cn1)c1ccc(Cl)cc1,-16,-11%,5%,-1.1%,3%,-4%,2%,-1%,6%,-3%,12%
Cc1cccc(C)c1OCc1cc(C(=O)N2CCN(c3ccccc3)CC2C)no1 (stereo unspecified),-10,.,-4%,-0.6%,-4%,1%,14%,-11%,-9%,-33%,3%
O=C(CN(Cc1ccccc1F)C(=O)Cn1nnc(-c2cccs2)n1)NCC1CCCO1 (stereo unspecified),-9,-1%,0%,-0.9%,14%,-5%,6%,4%,3%,4%,1%
Cc1nn(C(=O)c2cccs2)c(N)c1-c1ccccc1,-18,1%,14%,-0.3%,-7%,13%,1%[46.1 µM],-1%,?,?,?
c1ccc(-n2ncc3c(NCc4cccnc4)ncnc32)cc1,-12,-5%,-1%,0.2%,-18%,-2%,1%,1%,?,5%,?
O=C(Nc1ccc(Cl)cc1)[C@@H]1[C@@H]2C(=O)N(c3ccc(Cl)cc3Cl)C(=O)[C@@H]2[C@H]2C=CC=NN21,20,.,-1%,-0.2%,-8%,-6%,.,-1%,?,.,7%
COc1ccc(OCC(=O)Sc2ccc(C)cc2)cc1,7,-3%,3%,-0.8%,12%,-9%,-3%,2%,-1%,-9%,-18%
COc1ccc(S(=O)(=O)N2CCCCCC2)cc1C(=O)N(C)Cc1ccccc1F,-15,-2%,9%,-0.3%,33%,-3%,-8%,0%,0%,-2%,-13%
CC(C)OC(=O)Cn1nc(C(c2ccccc2)c2ccccc2)oc1=O,24,-2%,-1%,-0.9%,-13%,1%,.,-2%,0%,10%,5%
Cc1ccc(S(=O)(=O)N(C)C2(C)CCS(=O)(=O)C2)cc1 (stereo unspecified),-7,-9%,-1%,0.2%,12%,4%,-3%,1%,?,.,-1%
# Next records.
SMILES,TSHR antagonist,TSG101-PTAP inh,Mito fusion yeast,B2AR arrestin,Eya2 inh,Tb PFK inh,TCR act,USP2a inh,BCR signal inh,uPA generation,ELG1 DNA repair
Cc1ccc(N(C(=O)c2csnn2)C(C(=O)NC2CCCCC2)c2ccccn2)cc1 (stereo unspecified),-4,3%,-1%,-1.0%,-12%,1%,0%,-1%,?,0%,-6%
COc1cc2c(cc1OC)CN(C(=O)c1cccc(S(=O)(=O)N3CCc4ccccc43)c1)CC2,0,-2%,6%,0.3%,-4%,0%,6%,3%,-10%,-12%,?
CC(C(=O)N1CCCC1)N(C)CC(=O)Nc1cccc(F)c1 (stereo unspecified),14,-3%,-2%,-0.3%,2%,-6%,-3%,1%,4%,-9%,?
CCOC(=O)SC1=N/C(=C\c2ccc(N(C)C)cc2)C(=O)S1,-12,8%,-1%,0.1%,-4%,-2%,0%,-10%,?,.,?
NS(=O)(=O)c1ccc(S(=O)(=O)N(Cc2ccccc2F)CC2CCCO2)cc1 (stereo unspecified),-3,-2%,3%,-0.3%,-9%,2%,1%,2%,-7%,5%,-10%
Cc1cc(N)ccc1N1CCCC1,1,-9%,-2%,-0.3%,-1%,26%,4%,-18%,?,1%,7%
CCN(CC)CCN(C(=O)c1ccc2c(c1)CCCC2)c1nc2ccc(OC)cc2s1,16,0%,-3%,0.0%,-5%,1%,3%,0%,0%,7%,4%
CCc1cccc(NC(=O)COC(=O)c2cc(=O)c3ccccc3o2)c1,3,2%,2%,-0.1%,-19%,1%,-5%,2%,7%,1%,?
COc1ccc(CCN2C(=O)CC(NNc3ccc([N+](=O)[O-])cc3)C2=O)cc1OC (stereo unspecified),-3,0%,20%,-0.2%,?,-1%,3%,0%,-5%,5%,-9%
CCOC(=O)Cn1c(=O)n(Cc2ccc(C)cc2)c(=O)c2cccnc21,5,-2%,9%,-0.3%,-6%,3%,-7%,5%,0%,-6%,-4%
CC(C)Cc1oc(C(=O)O)cc1CN1CCOCC1,14,-5%,-3%,0.0%,-1%,1%,1%,-1%,9%,-1%,8%
CN(C)C1=NCCN1CCc1cccc(F)c1,-4,0%,3%,0.4%,6%,0%,-2%,0%,-5%,-7%,18%
CCOC(=O)c1c(N)sc(C(=O)Nc2ccc3c(c2)OCO3)c1C,12,1%,17%,-0.4%,5%,-5%,2%,1%,?,-9%,?
Clc1nnc(N/N=C/c2ccccc2)c2ccccc12,-17,-3%,4%,-0.9%,-12%,3%,-17%,-5%,?,.,?
N#CCCN(C(=O)COC(=O)c1ccc2c(=O)n3c(nc2c1)CCC3)c1ccc(F)cc1,-1,0%,-2%,-0.9%,-5%,0%,-3%,-5%,-5%,-4%,2%
Cc1cc(NC(=O)CC2CCCC2)n(-c2nc3ccccc3[nH]2)n1,-17,-7%,13%,0.2%,-4%,2%,5%,1%,5%,-2%,23µM*
Nc1cccc(-c2cn3cccnc3n2)c1,5,-3%,-1%,-1.5%,21%,1%,-3%,0%,-6%,2%,24%
CC(C)c1ccc(N=C2NN=C(c3cccs3)CS2)cc1,16,7%,1%,-0.8%,-14%,-4%,1%,-6%,4%,1%,?
Cc1c(-c2ccccc2)nc2ccccc2c1C(=O)O,-5,-6%,3%,0.0%,-6%,-1%,5%,2%,?,.,16%
COc1ccc2[nH]cc(CCNC(C)=O)c2c1,-18,-3%,3%,.,3%,.,2%,.,.,5%,.

# Assay outcomes deposited in PubChem by National Center for Advancing Translational Sciences (NCATS).
